Screening results from PubChem BioAssay.
mcGAS inh: cyclic GMP-AMP synthase inhibitors, mouse, primary biochemical chemiluminescence; hit rate 0.15% among 160,000; AID 1259399, 2018; inhibition, % at 12.5 µM; recombinant cGAS, Kinase-Glo ATP depletion luminescence; Q8C6L5;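 also: 0% = negative control wells and 100% = reference inhibitor with no enzyme activity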
hcGAS lum: Primary biochemical luminescence assay for human cyclic GMP-AMP synthase inhibitors; recombinant h-cGAS, ATP depletion, Kinase-Glo luminescence; hit rate 0.081% among 290,000; AID 1259398, 2018; inhibition, % at 12.5 µM;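 also: 0% = vehicle reaction and 100% = reaction without DNA for no activity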
Target sequence (Q8N884 whole entry, looked up): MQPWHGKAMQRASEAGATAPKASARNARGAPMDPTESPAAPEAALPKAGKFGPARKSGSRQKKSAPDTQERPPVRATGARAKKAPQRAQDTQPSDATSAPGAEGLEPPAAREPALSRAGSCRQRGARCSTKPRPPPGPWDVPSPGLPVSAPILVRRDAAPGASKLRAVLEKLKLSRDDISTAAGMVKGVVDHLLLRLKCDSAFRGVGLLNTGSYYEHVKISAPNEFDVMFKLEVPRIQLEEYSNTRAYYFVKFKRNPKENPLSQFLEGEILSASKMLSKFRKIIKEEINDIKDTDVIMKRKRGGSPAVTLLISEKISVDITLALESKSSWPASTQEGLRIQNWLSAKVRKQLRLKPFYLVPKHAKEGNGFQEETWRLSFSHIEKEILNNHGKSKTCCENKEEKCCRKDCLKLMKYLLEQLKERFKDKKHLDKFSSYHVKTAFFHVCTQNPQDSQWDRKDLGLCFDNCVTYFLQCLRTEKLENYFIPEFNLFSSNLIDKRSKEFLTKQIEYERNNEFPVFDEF
NPYLR7 ag: agonists of mosquito NPYLR7 receptor, primary screen, cell-based, Aedes aegypti, calcium fluorescence, mosquito biting behavior; Aedes aegypti neuropeptide Y-like receptor 7 (NPYLR7); HEK293T NPYLR7/Galpha15, GCaMP6s calcium fluorescence; activation, % at 10 µM; hit rate 0.15% among 270,000; AID 1259423, 2018; in the data active = activation above about 40%;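 also: 0% = vehicle and 100% = reference agonist at the receptor; some compounds past the cut are filed as inactive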
Numbers without * were called inactive; / = not tested or not shown; & = joins results of further samples. Rule as the data show it, unless noted: active = inhibition above about 40%; inactive = the rest.

Start of the data: the first 5 compounds, to show the layout:
Second line of a record: mcGAS inh	hcGAS lum	NPYLR7 ag
Cc1ccc(C(=O)NCc2ccccc2)cc1Oc1nc(Cc2ccccc2)ns1
→ -4	-9	25
Cc1ccc2nc(SCc3ccc(Cl)c(Cl)c3)nc(=O)n2c1
→ -8	-6	4
CN(C)C(=O)c1cc(Oc2ccc(N)cc2)ccn1
→ /	-11	10
NC1CCN(c2ccccc2C(=O)N2CCN(c3ccccc3F)CC2)CC1
→ /	-5	-5
O=C(C(=O)N1CC[C@@H](c2ccc3c(c2)OCO3)[C@H](O)C1)c1ccco1
→ /	-4	19

All compounds of this part (from the top)
Second line of a record: mcGAS inh	hcGAS lum	NPYLR7 ag
Cc1ccc(C(=O)NCc2ccccc2)cc1Oc1nc(Cc2ccccc2)ns1
→ -4	-9	25
Cc1ccc2nc(SCc3ccc(Cl)c(Cl)c3)nc(=O)n2c1
→ -8	-6	4
CN(C)C(=O)c1cc(Oc2ccc(N)cc2)ccn1
→ /	-11	10
NC1CCN(c2ccccc2C(=O)N2CCN(c3ccccc3F)CC2)CC1
→ /	-5	-5
O=C(C(=O)N1CC[C@@H](c2ccc3c(c2)OCO3)[C@H](O)C1)c1ccco1
→ /	-4	19
Cc1ccc(C)c(NC(=O)CCN2C(=O)c3ccccc3C2=O)c1
→ -5	-1	5
O=C(CS(=O)(=O)c1ccc(F)cc1)Nc1nc(-c2nc3ccccc3s2)cs1
→ /	-1	10
CC(C)(C)n1ncc2c(=O)n(NC(=O)c3cccc(Cl)c3)cnc21
→ /	-11	1
Cc1cccc(CNC(=O)C2(Oc3cccnc3C)CCNCC2)c1C
→ /	-5	12
Clc1ccc(CSc2nnc(Cn3cncn3)o2)s1
→ -4	-2	-8
CCn1cc(CNC(=O)c2cc(F)cc(Br)c2)cn1
→ /	-1	7
CN(C)C(=O)N1CCN(Cc2ccccc2N2CCCC2)CC1
→ /	-14	0
O=C(COc1ccc2oc3c(c2c1)CCCC3)NC1CCCCC1
→ /	-8	7
CCOC(=O)c1nc2cc(C)c(C)cc2nc1N1CCN(C(=O)c2cc(C)oc2C)CC1
→ -7	-6	3
O=C(NN1CCOCC1)[C@@]1(OCc2cccc(F)c2)CC(OCc2cccc(C(F)(F)F)c2)[C@H](O)[C@H](O)C1 (stereo not given in full)
→ 1	5	8

New compounds follow:
Second line of a record: mcGAS inh	hcGAS lum	NPYLR7 ag
Fc1ccc2nc(C3CCCN3Cc3nc(-c4ccc5c(c4)OCO5)no3)[nH]c2c1 (stereo not given)
→ -5	-2	0
C[C@@H]1CN(C2CCN(c3cc(C(=O)NC4CC4)ccn3)CC2)C[C@H](C)O1
→ -6	-18	/
CN(Sc1ccc([N+](=O)[O-])cc1)C1CCS(=O)(=O)C1 (stereo not given)
→ /	0	5
Cc1nc(N2CCN(c3ccccc3)CC2)nc2c1C(=O)CC(c1cccs1)C2 (stereo not given)
→ /	-6	3
CCCCN1C(=O)C(=Cc2c(NCCC)nc3ccccn3c2=O)SC1=S
→ -9	-8	1
CCOn1c(=O)c(-c2cccc3ccccc23)[n+]([O-])c2ccccc21
→ /	-10	17
CCCCN(CC(=O)N(CCc1c[nH]c2ccccc12)Cc1ccc(Cl)c(Cl)c1)C(=O)c1cccc(OC)c1
→ -5	-2	11
COc1cccc(C(=O)OCC(=O)c2ccc(OC)c(OC)c2)c1
→ /	-7	15
O=C(NCC1CCCO1)N1CCc2sccc2C1c1ccccc1 (stereo not given)
→ -1	-1	-8
COc1ccc(CCN(C)C(=O)c2cccnc2Nc2cccc(C)c2C)cc1OC
→ -3	-6	-2
COc1ccc(-c2nnc3c4cnn(-c5ccccc5)c4ncn23)cc1OC
→ -8	-8	0
CC(C)CNC(=O)CSc1nnc(CN2CCCCCC2=O)o1
→ -4	5	2
CCCNC(=O)C1(C)CCCN(Cc2cccc3c2OCCO3)C1 (stereo not given)
→ /	-14	1
CC(NC(=O)CCNc1nc(-c2ccccc2)nc2ccccc12)c1ccccc1 (stereo not given)
→ -4	-4	5
CC(C)c1nnsc1CNC(=O)c1cnnn1-c1ccccc1
→ -9	-4	4

Remaining list, next part
Second line of a record: mcGAS inh	hcGAS lum	NPYLR7 ag
CSc1ccc(C(=O)NC(C)c2ccco2)cc1[N+](=O)[O-] (stereo not given)
→ /	-2	4
Nc1c(C(=O)CSc2ccccn2)c(=O)[nH]c(=O)n1C1CC1
→ /	-5	0
Cc1nc(C)c(Cc2ccccc2Cl)c(N2CCN(C(=O)Nc3c(C(C)C)cccc3C(C)C)CC2)n1
→ -10	-10	/
COc1ccsc1C(=O)Nc1cc(Br)ccc1N1CCN(C)CC1
→ -17	-17	4
CSc1ccc(C2Nc3ccccc3-c3nnc(SC)nc3O2)cc1 (stereo not given)
→ -3	-14	1
O=C(NCC1CCCO1)c1ccc(CSc2nc(-c3ccccc3)cc(N3CCN(c4cccc(C(F)(F)F)c4)CC3)n2)cc1 (stereo not given)
→ -3	-6	6
CCc1nc2c(OCc3ccc(Cl)cc3Cl)cccn2c1N(C)C(C)=O
→ -2	-6	14
CCn1c(=O)c2c(nc3n2CC(C)CN3c2ccccc2C)n(C)c1=O (stereo not given)
→ /	-8	-6
C=C(C)CN=c1scc(-c2ccco2)n1N=Cc1cc2c(cc1[N+](=O)[O-])OCO2
→ -6	-6	0
Cc1ccc(C=NNS(=O)(=O)c2cc(C)ccc2C)c(C)c1
→ -4	-6	-1
COc1ccc2c(c1)OCC(C=C1N=C(c3ccccc3Br)OC1=O)=C2
→ -6	-9	0
CC(C)n1cc(C(=O)N2CCCC(C(=O)c3ccc(-c4ccccc4)c(F)c3)C2)cn1 (stereo not given)
→ -3	1	3
CCCCCCCCS(=O)(=O)N(CCN1CCCC1)CC(=O)N(CCc1ccc(OC)c(OC)c1)Cc1sccc1C
→ -5	-4	-4
CCCCN(C(=O)Nc1cccc(C(F)(F)F)c1)C(C)c1nc2ccccc2c(=O)n1-c1cc(C)ccc1OC (stereo not given)
→ -6	-13	/
CC(C)C1CN(C(=O)c2ccnc(Cl)c2)CCS1 (stereo not given)
→ /	-8	-1

(list continues)
Second line of a record: mcGAS inh	hcGAS lum	NPYLR7 ag
Cc1ccc2c(c1)N(Cc1ccc3c(c1)OCO3)C(=O)C(C)O2 (stereo not given)
→ -3	-2	5
CC(C)N(C(=O)Cn1cnc2c(nnn2C)c1=O)C(C)C
→ /	-4	1
COc1ccc(-n2nc(C3CC3)c(C(=O)NCCN(C)C)c2C)cc1
→ -9	-2	/
Cc1ccn2c(NC(=O)C3CCCCC3)c(-c3cccc(Cl)c3)nc2c1
→ -5	-3	-4
COc1cc(OC)c(NC(=O)CN2CC(=O)NC2=O)cc1F
→ /	1	-3
Oc1cc(-c2cccc(Cl)c2)cc2c1OCCN(CCCc1cccnc1)C2
→ /	1	1
COCCNC(=S)N=Nc1c(O)[nH]c2c(C)cc(C)cc12
→ -5	3	2
CCn1c2ccccc2c2cc(Nc3ccc(-c4cccc(N(C)C)c4)cn3)ccc21
→ -3	-2	19
O=C(O)CCNS(=O)(=O)c1cccs1
→ /	0	3
O=C(Nc1ccc(F)c(Cl)c1)N1CCCCC1CCN1CCOCC1 (stereo not given)
→ /	-5	14
CCC(=O)N1CCN(c2nccn2-c2ccccc2F)CC1
→ -5	-6	4
Cc1nnc(NC(=O)CSc2nc3ccccc3s2)s1
→ -5	-6	-3
C=CCn1c(=NC(=O)c2ccc(Br)s2)sc2cc(S(C)(=O)=O)ccc21
→ /	-4	4
O=C(c1cncc(N2Cc3cnn(CCO)c3C2)n1)N1CCCCC1
→ /	-2	-3
CC(Sc1ccccc1)C(=O)Nc1ccc2c(c1)OCO2 (stereo not given)
→ /	-8	10

2 records drawn at random from those above:
Second line of a record: mcGAS inh	hcGAS lum	NPYLR7 ag
O=C(NCC1CCCO1)N1CCc2sccc2C1c1ccccc1 (stereo not given)
→ -1	-1	-8
Cc1nnc(NC(=O)CSc2nc3ccccc3s2)s1
→ -5	-6	-3

The results go on:
Second line of a record: mcGAS inh	hcGAS lum	NPYLR7 ag
Cc1ccc(-c2cc(C(F)(F)C(F)F)[nH]n2)cc1
→ /	-7	20
CCCCCCCOc1ccc(C=C2C(=O)NC(=O)N(C)C2=O)cc1
→ -8	-6	-1
CSCCC1NC(=S)N(Cc2ccccc2Cn2cncn2)C1=O (stereo not given)
→ /	4	0
COCCNC(=O)[C@@H](C)C1CC[C@@]2(C)CC[C@H](NC(=O)C3CC3)[C@@H](C)[C@@H]2[C@H]1O (stereo not given in full)
→ -7	-2	5
Cn1cccc1C(=O)N1C[C@@H](C(=O)O)C[C@@H](C(=O)N2CCCC2)C1
→ -15	-4	2
O=C(c1ccsc1)N1CCC(n2cnc3ccccc32)CC1
→ -4	-6	9
COc1ccc(-c2[nH]ncc2CNCC(C2CCOC2)N2CCCC2)cc1 (stereo not given)
→ /	-5	4
O=C(CCN1C(=O)NC2(CCCC2)C1=O)NC1=NCCS1
→ /	-6	3
CCc1nc2c(OCc3cc(Cl)cc(Cl)c3)cccn2c1N(C=O)Cc1ccc(OC)cc1
→ -4	-2	2
O=C(CSc1nc2c(c(=O)n1CCc1ccccc1)SCC2)OCc1ccccc1
→ -5	-3	15
CCCCCCCC(=O)N1CCc2nc(Cc3cccc(C)c3)nc(N3CCOCC3)c2C1
→ -2	-9	-6
COc1cc(OC)cc(N2N=NC3C(=O)N(c4cc(C)cc(C)c4)C(=O)C32)c1 (stereo not given)
→ -9	-6	/
CCOCC(=O)Nc1scc2c(C(=O)OCC)nn(-c3ccc(Cl)cc3)c(=O)c12
→ -8	-6	12
CCOC(=O)c1c(C)n(-c2ccccc2C)c2ccc(OC(=O)c3ccccc3)cc12
→ -5	-7	-8
O=C(Cn1cnc([N+](=O)[O-])n1)N1CCc2ccccc2C1
→ -6	-6	-14

Continuation.
Second line of a record: mcGAS inh	hcGAS lum	NPYLR7 ag
CO[C@H]1[C@H](NC(=O)Cc2ccccc2)c2ccccc2C12CCN(C(=O)c1cccc(C)c1)CC2
→ -9	-6	18
CCn1c(C2CCN(C(=O)CN(C)Cc3ccccn3)CC2)nn(C)c1=O
→ /	-1	-3
C=CCN(Cc1ccccc1F)C(=O)Nc1ccccc1
→ /	-6	6
COc1cccc(COC2CCCN(C(=O)c3ccccc3F)C2)c1 (stereo not given)
→ -5	-8	-8
COc1ccccc1/C=C/CN1CCNC(C(=O)N2CCCC2)C1 (stereo not given)
→ /	-11	8
COc1ccccc1C(=O)Nc1ccnn1CC(C)C
→ -5	4	0
CCN(C(=O)CS(=O)(=O)Cc1ncc(C)o1)c1ccccc1
→ /	-9	8
O=C(Nc1cccnc1-c1cc(O)cc(CCC2CCCCN2)c1)C1CC1 (stereo not given)
→ -8	-3	5
COc1ccc(OC)c(-c2cccc(-c3cccc(NC(=O)c4ccc(Cl)cc4)c3)n2)c1
→ -5	-5	-2
CC1=C/C(=N/NC(=O)c2n[nH]c3c2CCCC3)CC1
→ /	-6	7
O=C(NCC1CCC(CNC(=O)c2ccon2)CC1)c1ccon1 (stereo not given)
→ /	-5	1
O=C(Cn1c(NCCCO)nc2ccccc21)c1cccc2ccccc12
→ /	-9	0
COc1ccc(Oc2cc(C(F)(F)F)nc(SCc3c(F)cccc3F)n2)cc1
→ -4	-4	0
CC(C)C(O)(C#CCN1CCCCC1)C(C)C
→ -2	-2	11
CCN(Cc1ccncc1)C(=O)C1CC(=O)N(Cc2ccc(C)cc2)C1 (stereo not given)
→ /	-12	13

(continued)
Second line of a record: mcGAS inh	hcGAS lum	NPYLR7 ag
Cc1ccccc1CO[C@]1(C(=O)NCCN2CCOCC2)CC(OCc2cccc(Cl)c2)[C@@H]2OC(C)(C)O[C@@H]2C1 (stereo not given in full)
→ -5	-6	26
COc1ccccc1NC(=O)CSc1nc(=O)n(CCN(C)C)c2c1CCCC2
→ -7	-9	-2
O=C(c1ccc(OC(F)F)cc1)N1CCOC(c2ccccc2)C1 (stereo not given)
→ /	4	7
Cc1ccc(NC(=O)CSc2nccn3nc(-c4ccccc4)cc23)cc1C
→ -8	-5	-1
CCOC(=O)C1(Cc2ccccc2Cl)CCN(Cc2nc3ccccc3[nH]2)CC1
→ /	5	-6
O=C(/C=C/c1ccccc1)N1CCN(c2ccc(-n3cccn3)nn2)CC1
→ -8	-4	-3
CN1C(=O)C(=Cc2cccc(Cl)c2Cl)C(=O)N(C)C1=O
→ -5	-2	2
Cc1ccc(NC(=O)C2(C)CCN2C(=O)c2ccccc2)cc1C (stereo not given)
→ -1	1	-2
Cc1cccc(C2N3CC4([N+](=O)[O-])CN2CC([N+](=O)[O-])(C3)C4(C)C)c1 (stereo not given)
→ /	-9	12
CC(C)C(NC(=O)c1cc2ccccn2n1)c1nnc2n1CCNCC2 (stereo not given)
→ /	-3	5
CC(C)OCC(O)CN1CCCC1C(=O)N1CCSCC1 (stereo not given)
→ /	-17	-1
Cn1c(SCCOc2ccc(S(N)(=O)=O)cc2)nc2sccc2c1=O
→ /	-6	0
O=C1NCCN(C/C=C/c2ccccc2)C1CC(=O)N1CCOCC1 (stereo not given)
→ /	-6	5
CSCCC1CC(=O)Nc2c1cnn2Cc1cccnc1 (stereo not given)
→ -12	-8	/
CCSCCNC(=O)c1c(C)noc1-c1ccncc1
→ -5	-6	0

Other structures:
Second line of a record: mcGAS inh	hcGAS lum	NPYLR7 ag
Cc1cc(NC(=O)CN2CCCC(C)C2)no1 (stereo not given)
→ -7	-5	9
Cc1cccc(CN2CCN(c3cccc(F)c3)C(=O)C2C)c1 (stereo not given)
→ -5	-5	3
CNC(=O)[C@@H]1C[C@H](N)CN1Cc1ccc(CC(C)C)cc1
→ /	-9	0
CC(C)Cn1c(CN2CCN(C)CC2)nc2c1c(=O)n(C)c(=O)n2C
→ -1	-3&-5	-1&4
